Screening data (PubChem)
EBNA-1 inhibitor: EBNA-1 DNA-binding inhibitors, primary screen, biochemical, fluorescence polarization. inhibition, % at 14.8 µM. 0.34% of 300,000 active; in the data active = inhibition above about 28%
ZTA DNA inh: counter-screen for EBNA-1 inhibitors: inhibitors of Epstein-Barr virus ZTA; P03206; ZTA-DNA binding, fluorescence polarization; inhibition, % at 11 µM; 0.15% of 320,000 active; AID 2234; in the data active = inhibition above about 33%
CR mimetic SO: reduction of superoxide in aged yeast, primary screen, HTS; 0.18% of 330,000 active; AID 2690, 2010; S. cerevisiae aged cells, superoxide DHE fluorescence; active compounds read low; superoxide response (% of plate mean), % at 10 µM;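 active = superoxide response under a set limit, about three screen SD below normal, cut at about 65% in these data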;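 also: yeast aged for seven days with compound at 30 °C before DHE staining; 100% = average MFI of all compound-treated wells on the plate with controls excluded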
PP1 inh: PP1-alpha phosphatase inhibitors, primary screen, counter-screen for PP5 inhibitor project, biochemical, fluorescence, OMFP substrate, single point; Serine/threonine-protein phosphatase PP1-alpha catalytic subunit (Homo sapiens), P62136; purified PP1alpha; 0.9% of 320,000 active; inhibition, % at 6.7 µM;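 active = inhibition above the mean inhibition of all tested compounds plus 3 SD, computed separately for each screening campaign, cut at about 15% in these data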
Target sequence (P62136 whole entry, looked up): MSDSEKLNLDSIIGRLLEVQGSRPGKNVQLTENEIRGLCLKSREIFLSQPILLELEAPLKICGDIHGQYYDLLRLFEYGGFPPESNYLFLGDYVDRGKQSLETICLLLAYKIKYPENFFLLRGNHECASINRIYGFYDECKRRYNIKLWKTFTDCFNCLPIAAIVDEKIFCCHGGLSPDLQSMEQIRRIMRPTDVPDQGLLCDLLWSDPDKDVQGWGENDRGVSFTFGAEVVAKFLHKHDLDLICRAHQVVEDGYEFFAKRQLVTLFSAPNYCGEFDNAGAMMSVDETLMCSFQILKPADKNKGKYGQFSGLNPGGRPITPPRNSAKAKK
TPT1 inhibitor: Candida albicans TPT1 enzyme inhibitors, primary screen, biochemical, fluorescence polarization; tRNA 2'-phosphotransferase TPT1 (Candida albicans SC5314); recombinant caTPT1, FP RNA substrate dephosphorylation; inhibition, % at 5 µM; 0.81% of 300,000 active; AID 1962, 2009;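 active = inhibition above the mean of all tested compounds plus 3 SD, set per screening campaign, cut at about 24% in these data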;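 also: plate controls were DMSO alone for no effect and ferristatin control at 100 nM for full effect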
CTSL1 counter: Fasciola hepatica cathepsin L1 inhibitors, primary screen, counter-screen for PFM18AAP inhibitor project, biochemical, QFRET, fluorogenic peptide substrate; recombinant F. hepatica cathepsin L1, Z-Leu-Arg-MCA fluorescence; 0.49% of 300,000 active; inhibition, % at 5.96 µM;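 active = inhibition above the mean of all tested compounds plus 3 SD, set per screening campaign, cut at about 17% in these data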;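 also: 0% = plate median of test compound wells and 100% = 1 µM Z-Phe-Ala-diazomethylketone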
PP5 inh: PP5 phosphatase inhibitors, primary screen, biochemical, fluorescence; purified PP5c, OMFP substrate fluorescence; inhibition, % at 6.7 µM; 0.18% of 320,000 active;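 active = inhibition above the campaign's mean inhibition across all tested compounds plus 3 SD, cut at about 9.5% in these data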;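 also: 0% = DMSO only and 100% = 100 µM cantharidin control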
Target sequence (P53041 whole entry, looked up): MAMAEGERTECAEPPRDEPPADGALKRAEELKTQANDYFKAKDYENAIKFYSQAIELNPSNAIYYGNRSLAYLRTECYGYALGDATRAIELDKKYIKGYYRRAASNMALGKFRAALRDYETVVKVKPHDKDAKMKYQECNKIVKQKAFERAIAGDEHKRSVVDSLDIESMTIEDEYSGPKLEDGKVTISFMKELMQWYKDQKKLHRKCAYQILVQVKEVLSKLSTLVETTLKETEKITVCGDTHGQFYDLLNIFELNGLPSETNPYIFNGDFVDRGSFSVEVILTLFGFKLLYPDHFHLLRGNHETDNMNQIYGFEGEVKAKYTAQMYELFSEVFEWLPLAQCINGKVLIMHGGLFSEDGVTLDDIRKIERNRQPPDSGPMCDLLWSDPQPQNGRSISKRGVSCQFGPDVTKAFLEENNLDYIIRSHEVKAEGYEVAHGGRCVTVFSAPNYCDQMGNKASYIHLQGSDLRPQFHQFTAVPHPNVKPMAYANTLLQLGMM
core dimer inh: inhibitors of HCV core protein dimerization, primary screen, biochemical, TR-FRET, high-throughput | TR-FRET GST/Flag-core106 dimerization, 1536-well | inhibition, % at 5 µM | 0.33% of 300,000 active | AID 1899, 2009;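 active = inhibition above the mean of all tested compounds plus 3 SD, set per screening campaign, cut at about 45% in these data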
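Assay system – GST-tagged and Flag-tagged HCV core protein residues 1-106 · Quantity – core106 proteins, GST 13.5 nM and Flag 17 nM · Benchmarks – unlabelled core106 and no-GST-core106 wells · Read-out basis – percent inhibition of core106 dimerization signal · Detection – time-resolved FRET, ex 340 nm, em 617 and 671 nm · Schedule – 4 h at 22.5 °C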
GASC-1 inh: inhibitors of GASC-1 histone demethylase, primary screen, biochemical, fluorescence, DELFIA europium | Lysine-specific demethylase 4C (Homo sapiens), Q9H3R0 | GST-JMJD2C(1-420) H3K9me3 demethylation | inhibition, % at 2.35 µM | 0.069% of 330,000 active | AID 2099, 2009;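 active = more than half of a compound's replicate wells show inhibition beyond 50%, single wells judged on their own value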;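 also: signal counts dimethyl H3K9 product captured on neutravidin plate; 0% = median of DMSO wells and 100% = 0.3 times that DMSO median; strong numbers were not always called active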
Numbers without * were called inactive; nt = no result given.

Compound,EBNA-1 inhibitor,ZTA DNA inh,CR mimetic SO,PP1 inh,TPT1 inhibitor,CTSL1 counter,PP5 inh,core dimer inh,GASC-1 inh
COc1ccc(NS(=O)(=O)c2ccc(NS(=O)(=O)c3cccs3)cc2)c(OC)c1,-10,-7,106,2,2,-2,2.6,-2,-14
COc1ccccc1C(=O)NNC(=O)C12CC3CC(CC(C3)C1)C2,-8,-20,121,0,-1,7,-2.4,-21,0
COc1c(Cl)cnn(-c2cccc(C)c2)c1=O,7,-10,100,-5,2,1,2.4,-4,3
COc1ccc(C2CC(c3c(-c4ccccc4)c4cc(Cl)ccc4[nH]c3=O)=NN2C(=O)CCC(=O)O)cc1 (configuration not stated),-6,2,111,6,-5,1,3.4,21,-6
Cc1ccc(OCCn2c(NC(=O)c3ccco3)nc3ccccc32)cc1,-2,-6,103,-1,2,8,0.0,8,0
Cn1cc([N+](=O)[O-])c(C(=O)N/N=C/c2ccc3c(c2)OCO3)n1,0,4,96,-1,0,2,-1.1,-3,-1
CC1CCCC(C)N1CC(O)COc1c(F)cc(Br)cc1F (configuration not stated),-25,1,96,-3,-7,-4,2.3,1,2
Cc1cccc(N=c2c([N+](=O)[O-])nn(-c3ccc(Cl)cc3)n2O)c1,4,-4,106,3,1,2,0.0,0,-3
CC1(C)OCC(C2CC(c3ccccc3)NS(=O)(=O)O2)O1 (configuration not stated),8,16,105,1,4,2,2.5,-4,4
CC(C)C(=O)Nc1cccc(-c2csc(-c3ccccc3)n2)c1,-11,-15,93,3,0,-1,4.4,-9,2
COc1ccc(C)cc1NC(=O)CCCN1C(=O)NC(C)(C)C1=O,nt,15,77,-2,nt,nt,-1.4,nt,-7
CCCCOc1ccc(N(CC(=O)NCc2ccco2)C(=O)CCC(=O)Nc2nccs2)cc1,-12,-3,92,2,-2,0,1.5,9,6
Cn1c(SCC(=O)NCC2CCCO2)nnc1-c1c[nH]c2ccccc12 (configuration not stated),1,-5,119,-7,-4,-3,0.5,-1,-4
C=CCn1c(C)cc(C(=O)COc2ccc(C)nc2[N+](=O)[O-])c1C,-10,-16,112,6,-2,2,5.1,-2,-150
CC(=O)N1CCN(C(=O)CNC(=O)c2cccs2)CC1,nt,-9,103,-2,nt,nt,1.1,nt,-4
Cc1ccnc(N2CCN(C(=O)CSc3nc4ccccc4nc3N3CCCCC3)CC2)c1,-15,-7,104,2,5,1,2.0,16,-1
Nc1c(C(=O)O)cnc2c(-c3ccc(Cl)cc3)cnn12,-12,-19,133,0,-2,5,1.6,-4,12
Cn1nnnc1SCC(=O)NC(=O)NCc1ccccc1,4,19,83,-3,-2,2,-1.5,-3,2
O=C(CNC(=O)C(c1ccccc1)c1ccccc1)N/N=C\c1cccc(O)c1,-7,-1,116,-7,2,0,7.2,0,4
COc1ccc(C2NC(=O)CCC2[N+](=O)[O-])c(OC)c1OC (configuration not stated),9,-6,95,4,0,-3,-2.6,7,4
CC(=C/C(=O)O)/C=C/c1ccco1,-2,-12,112,2,-2,3,5.7,-9,0
COC(=O)C(Cc1ccccc1)NC(=O)CNC(=O)c1ccc(Br)o1 (configuration not stated),nt,5,108,0,nt,nt,3.7,nt,-4
Cc1ccc(S(=O)(=O)C(C#N)c2nc3ccccc3nc2OCCO)cc1 (configuration not stated),9,6,101,7,-2,13,2.0,-8,-11
COc1ccc(CN2CCN(C(=O)c3cccnc3)CC2)cc1Br,3,3,122,-1,-3,0,0.6,9,0
COC(=O)CCC(=O)NNC(=O)Cc1ccccc1,2,7,90,-3,0,2,1.6,-6,-2
COC(=O)c1c(-c2cc(C)ccc2C)csc1NC(=O)C1CC=CCC1C(=O)O (configuration not stated),11,8,91,3,-1,0,0.1,9,-5
CCc1ccccc1NC(=O)C1c2ccccc2Oc2ccccc21,0,5,107,-1,-2,2,-1.3,10,-7
COc1ccc(N2C(=O)CC(NC3CCCCNC3=O)C2=O)cc1 (configuration not stated),6,11,82,4,0,-2,-1.7,-3,-10
COc1ccc(CCNc2nc3ccccc3n3cnnc23)cc1OC,-8,-1,120,-5,-2,0,3.7,2,-7
CC(=O)Nc1ccc(S(=O)(=O)NCCc2ccccc2)cc1,5,2,103,-5,2,-3,1.3,-4,42

No new results follow: an excerpt of the list.
Compound,EBNA-1 inhibitor,ZTA DNA inh,CR mimetic SO,PP1 inh,TPT1 inhibitor,CTSL1 counter,PP5 inh,core dimer inh,GASC-1 inh
CC(=C/C(=O)O)/C=C/c1ccco1,-2,-12,112,2,-2,3,5.7,-9,0
COC(=O)C(Cc1ccccc1)NC(=O)CNC(=O)c1ccc(Br)o1 (configuration not stated),nt,5,108,0,nt,nt,3.7,nt,-4
Cc1ccc(S(=O)(=O)C(C#N)c2nc3ccccc3nc2OCCO)cc1 (configuration not stated),9,6,101,7,-2,13,2.0,-8,-11

Next section
Compound,EBNA-1 inhibitor,ZTA DNA inh,CR mimetic SO,PP1 inh,TPT1 inhibitor,CTSL1 counter,PP5 inh,core dimer inh,GASC-1 inh
CN1CSC2=C(C#N)C(c3cccc(OCc4ccccc4)c3)CC(=O)N2C1 (configuration not stated),5,8,87,4,-1,-2,-1.5,9,2
N#C/C(=C\c1ccc([N+](=O)[O-])cc1)C(=O)NCCCn1ccnc1,-1,-4,105,-1,3,-10,0.9,0,0
COc1cccc(/C=N/n2c(=S)n(C)c3ccccc32)c1OC,21,-5,97,1,-1,2,1.0,-7,8
CC(O)[C@H]1CNC(=O)C(=O)N1CCC12CC3CC(CC(C3)C1)C2 (some centres not stated),-8,-7,93,0,-1,-4,3.1,-11,0
CC(C)CC(=O)Nc1ccc(Oc2ccc3c(c2)C(=O)NC3=O)cc1,-2,-17,97,2,0,0,1.2,6,8
Cc1oc(-c2nc3ccccc3n2C)cc1C(=O)c1ccccc1,15,0,88,1,-4,6,0.9,13,2
COCCNC(=O)c1cc(-c2ccccc2)n(CC2CC(c3ccc(OC)cc3)=NO2)n1 (configuration not stated),4,-7,120,-3,-9,-3,-3.9,-14,-2
Cc1ccc(C(CNS(=O)(=O)c2ccc(C)cc2)N2CCN(C)CC2)cc1 (configuration not stated),1,5,96,-5,-6,0,-0.2,-4,-36
CC1CN(S(=O)(=O)c2ccc(F)cc2)CN1C(=O)N1CCOCC1 (configuration not stated),3,-5,95,-5,0,-1,-1.9,5,-2
CCN(CC)S(=O)(=O)c1ccc(OC)c(NC(=O)Cc2cccs2)c1,2,-5,108,8,3,-3,1.6,50*,11
COC(=O)Cc1cc(=O)n(-c2ccccc2)[nH]1,13,-10,93,-1,2,1,-1.6,4,1
CC(C)(C)n1nc2c(c1NC(=O)c1cc3ccccc3o1)CS(=O)(=O)C2,-2,-16,89,1,1,-5,1.7,-2,-5
CCC(=O)c1cn(CC(=O)Nc2cccc(C)c2C)c2ccccc12,12,-2,92,0,1,3,0.8,-5,-7
COc1cccc(-c2noc(C3CCCN(C(=O)CC(C)(C)C)C3)n2)c1 (configuration not stated),-2,-2,98,-1,4,-2,-2.3,-1,-3
CCC1CCCCN1C(=O)c1sc2ncnc(N(CC)CC)c2c1C (configuration not stated),1,-3,93,-2,-1,2,4.1,4,1
COc1ccccc1CN1CCN(Cc2nc(-c3cccs3)no2)CC1,6,-1,92,0,-2,2,-0.7,-1,0
O=C(Cc1ccccc1[N+](=O)[O-])Nc1ccc2c(c1)OCCO2,3,13,99,2,0,-5,1.8,2,6
CC1(C)OC(=O)C=C(CC2NS(=O)(=O)OC3CCCCC23)O1 (configuration not stated),4,2,105,-7,0,0,0.7,11,-12
COCC1CCCN(Cc2cn(-c3ccccc3F)nc2-c2cc(C)sc2C)C1 (configuration not stated),-2,2,100,-3,0,2,-2.2,3,8
Cc1nn(-c2ccccc2)c(N)c1C1(O)C(=O)Nc2ccccc21 (configuration not stated),2,-3,83,-3,1,9,-5.1,1,1
COc1cc(-c2nnc(COC(=O)c3cc(C)no3)o2)cc(OC)c1OC,-5,6,99,-4,2,-11,2.6,1,-16
CCN(C1CCCCC1)S(=O)(=O)CCNC(=O)c1ccccc1,-8,-5,87,-3,-1,0,-1.9,-2,0
Cc1cc(NC(=O)CSCC(=O)N(C)Cc2ccc(Cl)c(Cl)c2)no1,-7,-8,113,-3,-3,1,1.9,-4,-19
Cc1cc(C)n(C(N)=NC(=O)c2ccc([N+](=O)[O-])cc2)n1,-14,-15,90,-1,22,0,4.0,9,13
O=C(O)C1CSC2(c3ccc(F)cc3)CCC(=O)N12 (configuration not stated),4,0,96,1,-3,-2,0.5,-3,3
S=C(NCCc1ccccc1)N1CCN(C23CC4CC(CC(C4)C2)C3)CC1,7,13,94,-2,0,-3,0.7,-1,28
CCc1nc(N2CCN(Cc3ccc4c(c3)OCO4)CC2)c2oc3ccccc3c2n1,-2,4,114,-1,4,2,-0.4,-1,-18
CC/C(=N\NC(=O)CSCc1ccccc1Cl)c1ccc2c(c1)OCCO2,-1,-5,102,-5,-8,4,-2.2,-6,-2
COc1ccccc1CC(=O)OC(C)C(=O)Nc1ccc(S(=O)(=O)N2CCCCC2)cc1 (configuration not stated),nt,-2,97,0,nt,nt,3.9,nt,0
COC(=O)c1cccc(NC(=O)CCCOc2ccccc2)c1,7,5,101,-3,-1,2,-1.5,5,-42
COc1ccc([C@@H]2CC=C(C(=O)O)CN2S(=O)(=O)c2ccc(Cl)cc2)cc1,-2,1,94,1,-2,1,0.4,11,-6
CCOCCn1c(=NC(=O)/C=C/c2ccccc2Cl)sc2cc(NC(C)=O)ccc21,-5,-3,106,-2,-3,-1,3.4,28,15
COCCNC(=O)CN(c1cccc(OC)c1)S(=O)(=O)c1ccc(C)cc1,4,11,89,4,-1,3,-1.9,2,-3
Cc1c(Cl)cccc1NC(=O)CCN1CCCCC1,-12,19,105,-6,-2,1,-3.2,-5,-35
CCc1ccc(C(CNc2nc(C(F)(F)F)nc3ccccc23)N(C)C)cc1 (configuration not stated),-11,10,99,14,-2,-3,4.9,-10,-3
O=[N+]([O-])c1ccc(N2CCN(CCO)CC2)c2ncccc12,1,0,94,-1,2,0,-0.1,-1,11
O=C(CCCn1c(=O)oc2ccccc21)N1CCN(c2ccc(F)cc2)CC1,3,17,108,-2,-3,1,0.6,3,0
Cc1ccc(S(=O)(=O)N2CCN(c3ccc(N4CCOCC4)nn3)CC2)cc1[N+](=O)[O-],-2,4,107,-4,3,-1,0.2,9,10
COCCNS(=O)(=O)c1cc(OC)c(C)cc1C,2,6,100,-3,2,-11,0.9,4,-15
CC1CCC(NC(=O)c2ccc(NC(=O)CC3SC(N4CCCC4)=NC3=O)cc2)CC1 (configuration not stated),-7,0,95,-2,1,7,0.7,4,9
CC1CCc2c(nc3ncnn3c2N2CC(C)OC(C)C2)C1 (configuration not stated),0,1,100,-4,-5,1,-1.1,-2,-8
